DT40 TDP1 no CPT: qHTS for Inhibitors of human tyrosyl-DNA phosphodiesterase 1 (TDP1): qHTS in cells in absence of CPT; DT40 Tdp1-/- hTDP1 cells, no CPT, ATP luminescence, 48 h; Potency, µM (series often up to 46.2 µM), for the others: top-dose activity change, negative = growth inhibition, hits mostly inhibitors; 420,000 compounds, 15% hits; also: nearly all actives have a fitted effect of over 55% in size
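Readout: luminescence from CellTiter-Glo after 30 min in the dark at RT. Cells: DT40 Tdp1-/- with stable hTDP1, 400/well. Exposure: compounds alone, ≥48 hr, 37 °C.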
KAT2A inh: GCN5L2 (KAT2A) acetyltransferase inhibition. Q92830. GCN5L2 HAT assay, ThioGlo1 CoA-SH fluorescence. Potency, µM (series often up to 58.9 µM), inactives show at the top dose activity change, negative = inhibition, usual class: inhibitors. 390,000 compounds, 0.21% hits. AID 504327
Target sequence (Q92830 whole entry, looked up): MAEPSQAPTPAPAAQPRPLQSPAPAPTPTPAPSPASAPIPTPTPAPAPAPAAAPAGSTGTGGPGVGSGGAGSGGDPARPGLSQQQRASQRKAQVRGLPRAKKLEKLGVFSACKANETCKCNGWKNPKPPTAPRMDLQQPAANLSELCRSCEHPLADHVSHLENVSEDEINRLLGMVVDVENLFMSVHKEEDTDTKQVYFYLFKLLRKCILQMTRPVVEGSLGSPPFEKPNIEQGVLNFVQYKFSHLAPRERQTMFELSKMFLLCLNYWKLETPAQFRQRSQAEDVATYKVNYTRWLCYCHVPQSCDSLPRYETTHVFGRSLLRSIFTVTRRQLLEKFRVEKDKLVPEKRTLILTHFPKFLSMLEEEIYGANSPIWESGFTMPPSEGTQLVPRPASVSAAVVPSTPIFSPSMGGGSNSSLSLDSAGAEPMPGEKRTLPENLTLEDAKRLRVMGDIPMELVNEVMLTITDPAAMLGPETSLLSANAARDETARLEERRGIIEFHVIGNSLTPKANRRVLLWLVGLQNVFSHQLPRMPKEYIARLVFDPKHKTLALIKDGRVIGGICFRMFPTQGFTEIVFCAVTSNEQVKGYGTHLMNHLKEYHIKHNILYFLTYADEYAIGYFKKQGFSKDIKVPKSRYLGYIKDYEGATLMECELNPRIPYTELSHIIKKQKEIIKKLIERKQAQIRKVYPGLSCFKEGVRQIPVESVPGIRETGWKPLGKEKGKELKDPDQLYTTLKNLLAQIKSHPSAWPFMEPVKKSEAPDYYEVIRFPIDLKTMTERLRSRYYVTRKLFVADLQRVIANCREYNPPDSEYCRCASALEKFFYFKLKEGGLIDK
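GCN5L2 (20 nM) in 50mM HEPES pH 7.5, 0.1mM EDTA, 0.01% Tween-20 preincubated 15 min with compounds at room temperature. Reaction started with H3(1-25) 75uM, acetyl-CoA 70uM, ThioGlo1 50uM; CoA-thiol fluorescence (Ex340/Em540) read at 0 and 20 min.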
TDP1 cell CPT: growth inhibition of DT40 Tdp1-/-;hTDP1 cells with camptothecin (screen for TDP1 inhibitors) | Potency, µM (doses to about 46.2 µM), without a hit: at the highest dose activity change, negative = growth inhibition, hits mostly inhibitors | AID 686979 | 420,000 compounds, 12% hits | chicken DT40 Tdp1-/-;hTDP1 cells + 20 nM CPT, ATP luminescence, 48 h; also: nearly all actives have a fitted effect of over 55% in size
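Chicken DT40 Tdp1-/- cells complemented with human TDP1, 400 cells/well, exposed to compounds plus 20 nM camptothecin for at least 48 h at 37 C; viability read as ATP content by CellTiter-Glo luminescence.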
* marks the source's active call; other numbers are inactive results; ? = inconclusive; nt = not tested or not shown. Calls follow the shape of the dose curve; as a rule, active = well fitted curve in the direction sought with a large enough effect; inconclusive = small, poorly fitted or top-dose-only effect, or another doubt; inactive = no such curve, though single readings can be large; an effect the other way counts as inactive or inconclusive. % is scaled to controls: 0 for no effect and ±100 for the full control effect; potency is read from the fitted curve at half-maximal effect. Not all compounds are listed (hit frequency here may not be typical).

Each structure is followed by: TDP1 cell CPT, KAT2A inh, DT40 TDP1 no CPT
COC(=O)[C@@]12C[C@@H](CC(=O)NCc3cccs3)C(=O)N(Cc3cccc4ccccc34)C1=CCC(C)(C)C2
    ?, nt, ?
Cc1ccc(S(=O)(=O)N(C)CC(=O)N2CCN(Cc3ccc4c(c3)OCO4)CC2)cc1
    ?, -3%, ?
CCc1ccccc1Nc1nc(N)nc(COC(=O)C2CCN(C(=O)c3ccc(F)cc3)CC2)n1
    2%, 1%, ?
O=C(NCc1ccccc1)c1ccc(NC(=O)C2CCCC2)cc1
    -9%, nt, -27%
Cc1ccc(N2C(=O)N(CC(=O)N3CCCc4ccccc43)C(=O)C2C)cc1 (centres undefined)
    ?, -7%, ?
Cn1c(Cl)c(/C=N/OC(=O)C(C)(C)C)c2ccccc21
    3%, -11%, -5%
CCOc1ccc(NC(=O)Nc2nc3ccc(S(C)(=O)=O)cc3s2)cc1
    -27%, -20%, -29%
O=C(Nc1ccnn1C1CCN(Cc2ccccc2F)CC1)C1CCCC1
    -1%, -1%, -16%
CC(NC(=O)NCCCn1ccnc1)(C(F)(F)F)C(F)(F)F
    3%, 1%, -9%
Cc1ccc(C(=O)Nc2cc(=O)n(C)c(=O)n2C)cc1C
    -2%, 0%, -13%
CC(C)(C)n1nnnc1CN1CCN(C2CCCC2)CC1
    7%, -4%, 2%
CCCNc1ncnc2c1c(-c1ccccc1)cn2-c1ccccc1
    15µM*, -5%, 23µM*
Cc1cc2nc(C3CCCCC3)c(Cc3ccsc3)n2c(C)c1Br
    ?, nt, ?
Cn1c(C(=O)N2CCN(Cc3ccc4c(c3)OCO4)CC2)cc2c(=O)n(C)c3ccccc3c21
    ?, -8%, ?
CN(Cc1nc(Cc2cccc(F)c2)no1)CC1COCCO1 (centres undefined)
    -5%, 3%, -10%
NC(=O)CN1C(=O)C(=O)N(Cc2cccc(C(F)(F)F)c2)C1=O
    5%, -2%, 11%
Cc1ccccc1-c1cc2nc(Oc3ccc4c(c3)OCO4)n(C)c(=O)c2s1
    12µM*, nt, ?
CN(CC(=O)O)c1ccc(/C=C/c2ccnc3ccccc23)cc1
    11µM*, nt, 20µM*
COC(=O)[C@H](C)NC(=O)Nc1ccc(OC)cc1OC
    -8%, -6%, -11%
COC(=O)c1cc(NC(=O)c2ccc([N+](=O)[O-])cc2)c(=O)oc1C
    -2%, -5%, -21%
Cc1cccc(Cn2cnc3c(nnn3Cc3ccc(F)cc3)c2=O)c1
    ?, -10%, ?
CCOC(=O)c1[nH]c(C)c(C(=O)NC(C)CC)c1C (centres undefined)
    11%, -6%, 6%
CNC(=O)/C(C#N)=C/c1cn(CC(=O)NCc2ccco2)c2ccccc12
    2%, -7%, -2%
COc1cccc(/C=C/c2nc(C#N)c(N3CCCCC3)o2)c1
    21µM*, -14%, 23µM*
COc1ccc(C2CC(c3ccccc3)=NN2C(=O)COC(=O)c2ccc(Cl)nc2)cc1 (centres undefined)
    -19%, -4%, -38%
CC(C)CN(CCNC(=O)c1cc(=O)[nH]c2ccc(S(=O)(=O)N3CCCCCC3)cc12)CC(C)C
    -23%, -2%, -6%
CCC1(CC)NC(=O)NC1=O
    -7%, 3%, -7%
CC1(c2ccc3ccccc3c2)NC(=O)N(CC(=O)N2CCN(c3ccccc3O)CC2)C1=O (centres undefined)
    ?, -5%, 13µM*
COc1ccc(-n2ncc(C(=O)Nc3ccc4c(c3)OCCO4)c2C2CCN(C(=O)OC(C)(C)C)CC2)cc1
    21µM*, -5%, 16µM*
Nc1ccc(/C=C/C(=O)c2ccco2)cc1
    -19%, 0%, ?

Sorted by heavy-atom count (smallest number first): some entries from above.
Each structure is followed by: TDP1 cell CPT, KAT2A inh, DT40 TDP1 no CPT
Cc1ccc(C(=O)Nc2cc(=O)n(C)c(=O)n2C)cc1C
    -2%, 0%, -13%
Cc1cc2nc(C3CCCCC3)c(Cc3ccsc3)n2c(C)c1Br
    ?, nt, ?
Cc1ccc(N2C(=O)N(CC(=O)N3CCCc4ccccc43)C(=O)C2C)cc1 (centres undefined)
    ?, -7%, ?

Next section.
Each structure is followed by: TDP1 cell CPT, KAT2A inh, DT40 TDP1 no CPT
COc1cccc(/C=N/NC(=S)Nc2cccc(C(=O)O)c2)c1O
    ?, -16%, -27%
CCOC(=O)c1c(C)[nH]c(C(=O)COC(=O)C(C)Oc2ccc(Cl)cc2Cl)c1C (centres undefined)
    -21%, -6%, ?
CCc1cc(=O)oc2cc(OC(C)C(=O)NCC3CCC(C(=O)O)CC3)c(Cl)cc12 (centres undefined)
    -6%, -4%, -1%
CC(C)N1CCC(C)(C(=O)Nc2cc(-c3ccccc3)nn2C)C1 (centres undefined)
    -19%, nt, -9%
CCOC(=O)Cn1cnc2c(nnn2Cc2ccc(Cl)cc2)c1=O
    0%, 4%, -6%
COc1ccc(S(=O)(=O)N2c3ccccc3OCC2c2ccccc2)cc1 (centres undefined)
    18µM*, -30%, 23µM*
CSc1nc(-c2ccc(F)cc2)nc2c1Cc1c(CO)cnc(C)c1O2
    7%, 1%, -2%
CCCOC(=O)CSC1=C(C#N)C(c2ccccc2OCC)C(C#N)C(=O)N1 (centres undefined)
    -9%, ?, -13%
CCN(CC)CCNC(=O)c1ccc(Cl)c(S(=O)(=O)Nc2ccccc2OC)c1
    -19%, 1%, ?
O=C1CCCc2c1cc(C(=O)NCCCN1CCOCC1)c(=O)n2-c1ccc(Cl)cc1
    -2%, 6%, -10%
Cc1nc(C)c(C(=O)N(c2ccccc2F)C(C(=O)NCC2CCCO2)c2ccccc2)s1 (centres undefined)
    26µM*, 0%, ?
O=S(=O)(c1ccc(NCc2ccc(F)cc2)nc1)N1CCCC1
    -4%, -8%, -22%
C/C(=C\c1ccccc1F)C(=O)c1c(C)cc(C)[nH]c1=O
    -24%, 8%, -17%
CCOC(=O)C(Cc1c[nH]c2ccccc12)NC(=O)c1ccccc1Br (centres undefined)
    ?, 0%, ?
Cc1cccc2sc(NNC(=O)C3COc4ccccc4O3)nc12 (centres undefined)
    ?, -1%, ?
O=C(CSc1ncc(-c2ccccc2)nn1)NCc1ccco1
    -22%, -2%, -16%
Cn1c(=O)c2c(ncn2CC(O)CNc2ccc(F)cc2)n(C)c1=O (centres undefined)
    -19%, -6%, -20%
Cc1c(Cl)cccc1NC(=O)CNc1cccc(S(=O)(=O)N(C)C)c1
    ?, -4%, ?
CN(Cc1ccccc1)C(=O)COC(=O)c1cc(NS(=O)(=O)c2cccs2)ccc1O
    ?, -1%, ?
CCN(CC)CCNC(=O)c1ccc(NC(=O)Cc2ccc(OC)c(S(=O)(=O)N3CCOCC3)c2)cc1
    -6%, nt, 14%
Cn1c(SCC(=O)Nc2ccccc2C(F)(F)F)nc2c(c1=O)SCC2
    16µM*, -3%, 10µM*
NC(=S)NCc1cccnc1
    -12%, 0%, 27%
CCCc1c(C(=O)N/N=C(/C)c2ccncc2)nnn1-c1nonc1N
    10%, -9%, -8%
CCN(CC)Cc1c(C(=O)N/N=C/c2ccccn2)nnn1-c1nonc1N
    6%, -5%, 5%
COc1cc(OC)cc(-c2nnc(NC(=O)CCS(=O)(=O)c3ccc(C)cc3)o2)c1
    ?, ?, ?
Cc1cc(C)cc(OCCn2ccnc2)c1
    -9%, -14%, -2%
COC(=O)c1[nH]c2cccc(C)c2c1NC(=O)CN1CCN(C(=O)c2ccco2)CC1
    -9%, -3%, -29%
CCOC(=O)Cn1cnc2c(nnn2-c2ccccc2)c1=O
    0%, -7%, -1%
Cc1ccc(OCC(=O)Nc2ccc(N(C)C)cc2)cc1
    9%, 1%, -2%
Cc1cc2c(cc1S(=O)(=O)N(CCN(C)C)Cc1ccccc1)OCC(=O)N2
    13µM*, -9%, ?

Random excerpt: 4 compounds from above, in no set order.
Each structure is followed by: TDP1 cell CPT, KAT2A inh, DT40 TDP1 no CPT
CCCc1c(C(=O)N/N=C(/C)c2ccncc2)nnn1-c1nonc1N
    10%, -9%, -8%
CN(Cc1ccccc1)C(=O)COC(=O)c1cc(NS(=O)(=O)c2cccs2)ccc1O
    ?, -1%, ?
Cc1cccc2sc(NNC(=O)C3COc4ccccc4O3)nc12 (centres undefined)
    ?, -1%, ?
NC(=S)NCc1cccnc1
    -12%, 0%, 27%

Later entries:
Each structure is followed by: TDP1 cell CPT, KAT2A inh, DT40 TDP1 no CPT
COC(=O)c1ccc(C23CC4(C2)[C@H](CN(C)[C@@H]4c2ccccc2)C3c2ccc(C(F)(F)F)cc2)cc1 (some centres undefined)
    ?, ?, ?
CCOC(=O)N1CCN(C(=O)CC(C)S(=O)(=O)c2cc3c(cc2C)NC(=O)CO3)CC1 (centres undefined)
    1%, -6%, 14%
COc1ccc(-n2c(SCC(=O)NNC(=O)c3ccc(C)cc3)nnc2-c2ccncc2)cc1
    -13%, -3%, -8%
O=C(Nc1ccc(N2CCOCC2)nc1)c1ccc(C(F)(F)F)cc1
    2%, -1%, ?
CC1CC2C(C(O)CC3(C)C2CCC3(O)C(=O)CO)C2(C)C=CC(=O)C=C12 (centres undefined)
    -1%, nt, -9%
N#Cc1c(C(F)(F)F)cc(-c2ccccc2)nc1SCC(=O)N1CCOCC1
    -19%, -5%, 17%
CCC(=O)Nc1sccc1C(=O)OC
    2%, 4%, -8%
Nc1nc(NCC2CCCO2)nc(NCC2CCCO2)c1[N+](=O)[O-] (centres undefined)
    -10%, -6%, 0%
Cc1cccc(-c2nn3c(=O)cc(CN4CCN(S(=O)(=O)c5ccc(Cl)cc5)CC4)nc3s2)c1
    3%, -14%, 16µM*
Brc1ccc(CSc2nnc(-c3cnccn3)n2Cc2ccco2)cc1
    ?, -12%, 15µM*
Cc1noc(NS(=O)(=O)c2ccc(NS(=O)(=O)c3ccc(Cl)cc3)cc2)c1C
    0%, -6%, -8%
CCc1ccc(NC(=O)CN(c2cccc(C)c2)S(C)(=O)=O)cc1
    ?, -6%, ?
CC(Oc1ccc(-c2ccccc2)cc1)C(=O)N1CCOCC1 (centres undefined)
    ?, -14%, ?
Cc1cccc(C)c1NC(=O)CN(C)CC(=O)Nc1ccc(F)c(Cl)c1
    -16%, -3%, ?
Cn1cccc1-c1nc2ccccc2n1C
    2%, -9%, 7%
O=C(Nc1ccnn1C1CCNCC1)c1ccc2c(c1)OCO2
    -30%, nt, -8%
CC1=C(C(=O)OCc2ccccc2)C(c2ccc(C)o2)C2=C(CCCC2=O)N1 (centres undefined)
    -29%, -2%, -26%
Cc1ccc(NC(=O)COc2ccc(-n3cnnn3)cc2)cc1C
    16%, 3%, 7%
O=C(c1ccccc1F)N1CCc2ccccc21
    2%, -3%, ?
COc1ccccc1/C=N/NC(=O)C(C)Cn1cnc2ccccc21 (centres undefined)
    12%, -4%, 17%
Cc1nnc(Nc2ccc(S(N)(=O)=O)cc2)c2ccccc12
    29%, -15%, 7%
CCOC(=O)C1=C(COC(=O)Cc2ccccc2F)NC(=O)NC1C (centres undefined)
    5%, -5%, -6%
C=CCn1c(=O)n(C)c2c(=O)n(C)c(=O)n(C)c21
    22%, nt, -9%
O=C(NCCc1ccccc1)C1CCC(Cn2c(=O)c3ccccc3n(Cc3cccc(Cl)c3)c2=O)CC1 (centres undefined)
    ?, nt, 15µM*
CC1CCCC(NC(=O)c2ccc3c(c2)OCCO3)C1C (centres undefined)
    ?, -2%, ?
O=C(OCc1ccccc1)C1CCCN1C(=O)c1cccs1 (centres undefined)
    -4%, -1%, -3%
Cc1ccccc1NC(=O)c1c(C)oc2ccc(O)c(CN(C)Cc3ccccc3)c12
    8.2µM*, -6%, 6.5µM*
CCCCCCCCN1C(=O)[C@H](CC(=O)N2CCN(C(=O)OCC)CC2)C[C@@]2(C(=O)OCC)CCCC=C12
    16µM*, nt, ?
COc1ccccc1NC(=O)c1cccc(S(=O)(=O)N2CCN(c3ccccc3)CC2)c1
    ?, -3%, -25%
CCNc1nc(NCC)n2c(SCC(=O)Nc3ccc(C)c(C)c3)nnc2n1
    -2%, -16%, -10%

Later entries.
Each structure is followed by: TDP1 cell CPT, KAT2A inh, DT40 TDP1 no CPT
CCc1ccc(S(=O)(=O)c2cn(CC(=O)Nc3ccc(C)cc3)c3ccccc3c2=O)cc1
    -1%, -5%, ?
Cc1ccc(S(=O)(=O)N2[C@H](CC(=O)Oc3ccccc3)OC[C@@H]2C(C)C)cc1
    13µM*, nt, 13µM*
O=C(NCc1cccnc1)c1cc(C2CCCCN2C(=O)CCCc2ccccc2)on1 (centres undefined)
    29µM*, nt, ?
Cc1ccsc1/C=N/NC(=O)CNC(=O)c1ccc(S(=O)(=O)N(C)C)cc1
    -22%, -1%, -24%
CCCNC(=O)c1ccc(C)c(NC(=O)C2=C(C)OCCS2)c1
    19%, -16%, -23%
